PLCg1 inh – inhibitors of human phospholipase C gamma1; P19174; purified PLC-gamma1, fluorogenic substrate, fluorescence; inhibition, % at 12.2 µM; 0.84% of 370,000 active; AID 720700; in the data active = inhibition above about 9.5%
ARFGAP1 inh – inhibits rat ARF GTPase activating protein 1; Q62848; AID 651572; inhibition, % at 16.5 µM; 0.26% of 360,000 active; Arfgap1-stimulated ARF1 GTP hydrolysis, GDP FP detection;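 active = inhibition above a per-plate limit, mean inhibition of low control wells plus 3 SD, cut at about 25% in these data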;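 also: 0% = DMSO wells with enzyme and 100% = wells lacking Arfgap1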
Target sequence (Q62848 1-136 limits assumed): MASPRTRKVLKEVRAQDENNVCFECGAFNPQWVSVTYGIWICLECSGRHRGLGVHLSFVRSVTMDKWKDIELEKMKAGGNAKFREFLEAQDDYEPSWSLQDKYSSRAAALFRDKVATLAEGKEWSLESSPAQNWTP
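System: truncated rat Arfgap1 GAP domain / Medium: HEPES-based buffer, pH 7.5 / Also added: N-terminally truncated human ARF1-GTP substrate / Incubation: enzyme reaction 120 min at 25 °C after 20 min preincubation / Measured by: FP of antibody-bound GDP Alexa 633 tracer, ex 620/em 688 nm / Replicates: singlicate, each compound tested once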
PLCb3 inh – inhibitors of human phospholipase C beta3; Q01970; Purified PLC-beta3, fluorogenic substrate, fluorescence; inhibition, % at 12.2 µM; 0.18% of 370,000 active; in the data active = inhibition above about 11%;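 also: 0% = median of compound wells on plate and 100% = full blocker control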
ASAP1 inh – ASAP1 ArfGAP inhibition; 0.19% of 360,000 active; ASAP1-stimulated ARF1 GTP hydrolysis, GDP FP detection; AID 624377; Q9ULH1; inhibition, % at 16.5 µM; in the data active = inhibition above about 25%;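 also: 0% = vehicle with enzyme and substrate and 100% = no enzyme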
ADAM17 inh – inhibits human ADAM17. AID 720648. inhibition, % at 6.95 µM. 0.83% of 370,000 active. P78536. recombinant ADAM17, EDANS/DABCYL FRET peptide cleavage;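 active = inhibition above the mean of compounds lying between control limits plus 3 SD, set per campaign, cut at about 8.5% in these data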;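 also: 0% = DMSO-only wells as the low control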
Target sequence (P78536 215-824 limits assumed): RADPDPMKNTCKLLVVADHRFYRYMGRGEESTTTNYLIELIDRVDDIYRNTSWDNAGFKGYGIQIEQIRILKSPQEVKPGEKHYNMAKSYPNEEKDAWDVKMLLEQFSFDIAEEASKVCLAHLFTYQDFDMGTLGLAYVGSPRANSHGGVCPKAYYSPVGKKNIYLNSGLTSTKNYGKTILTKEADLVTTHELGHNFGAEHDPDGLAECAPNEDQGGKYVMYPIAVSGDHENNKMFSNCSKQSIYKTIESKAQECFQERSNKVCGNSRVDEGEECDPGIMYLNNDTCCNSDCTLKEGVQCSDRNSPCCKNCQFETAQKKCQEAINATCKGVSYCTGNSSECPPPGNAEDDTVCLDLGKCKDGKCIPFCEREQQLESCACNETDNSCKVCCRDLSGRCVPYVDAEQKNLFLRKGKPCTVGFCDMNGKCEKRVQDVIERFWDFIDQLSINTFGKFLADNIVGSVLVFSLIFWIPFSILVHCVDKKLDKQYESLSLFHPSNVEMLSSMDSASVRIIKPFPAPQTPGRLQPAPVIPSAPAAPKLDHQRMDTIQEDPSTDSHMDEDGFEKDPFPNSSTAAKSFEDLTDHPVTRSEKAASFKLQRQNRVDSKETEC
proKLK7 act – activators of human kallikrein-7 zymogen. P49862. 0.9% of 370,000 active. activation, % at 7 µM. purified proKLK7, EDANS-DABCYL substrate fluorescence; 100% is mature enzyme control, 0% vehicle;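 active = activation above the mean of all tested compounds plus 3 SD, computed per campaign excluding outliers beyond control limits, cut at about 13% in these data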
Target sequence (P49862 whole entry, looked up): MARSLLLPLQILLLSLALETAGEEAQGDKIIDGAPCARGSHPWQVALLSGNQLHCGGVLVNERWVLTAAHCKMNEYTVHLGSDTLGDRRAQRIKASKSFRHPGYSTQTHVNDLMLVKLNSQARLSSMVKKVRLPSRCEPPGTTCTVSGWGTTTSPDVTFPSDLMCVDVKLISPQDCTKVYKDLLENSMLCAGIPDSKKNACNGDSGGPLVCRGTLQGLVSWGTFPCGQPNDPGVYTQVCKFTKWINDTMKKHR
DDE Tn6 FP inh – DD(E)-Tn6 binding inhibition, primary FP screen. P02675. Fibrin DD(E) TRITC-Tn6 fluorescence polarization displacement. inhibition, % at 8.3 µM. 0.21% of 370,000 active. AID 720509;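 active = inhibition above a per-campaign cutoff: mean of compounds within control limits plus 3 SD, cut at about 15% in these data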;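 also: 0% = median of all compound wells on the plate and 100% = blocking peptide control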
MBD2 inh – inhibitors of human MBD2 binding to methylated oligonucleotide | Q9UBB5 | TR-FRET | inhibition, % at 4.4 µM | 0.31% of 370,000 active; in the data active = inhibition above about 13%
DDE Tn7 FP inh – disrupts Tn7 cyclic peptide binding to fibrin D-Dimer-E complex; 0.13% of 370,000 active; inhibition, % at 8.3 µM; FP displacement of FITC-Tn7 peptide from fibrin DD(E); 0% = median of compound wells per plate;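 active = inhibition above the mean of compounds falling within the control limits plus 3 SD of them, cut at about 14% in these data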;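 also: 0% = plate median of compound wells and 100% = 10 µM Aha-Tn7 peptide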
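Assay system: Fibrin-DD(E) protein isolated from polymerized human fibrin clots; read-out basis: percent inhibition; medium: Tris/NaCl/CaCl2 buffer, pH 7.8; signal: FP measurement; incubation: 10 min plus 3 h, room temperature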
UHRF1 MBD2 ctr – human UHRF1 methylated DNA binding inhibitors; Q96T88; UHRF1 binding to methylated oligo, TR-FRET; inhibition, % at 4.4 µM; 0.75% of 370,000 active; in the data active = inhibition above about 21%;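 also: UHRF1 SRA domain binding a hemimethylated CpG hairpin DNA probe; 0% = median of test compound wells and 100% = reference inhibitor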
Numbers without * were called inactive; · = no result given.

Values run as follows: PLCg1 inh, ARFGAP1 inh, PLCb3 inh, ASAP1 inh, ADAM17 inh, proKLK7 act, DDE Tn6 FP inh, MBD2 inh, DDE Tn7 FP inh, UHRF1 MBD2 ctr
Cc1cc(C)n(CCNC(=O)c2ccc3c(c2)OCO3)n1
    2, 4, -5, 1, -1, 0.4, 10, -4, 0, -1
O=C(CCn1c(=S)[nH]c2ccccc2c1=O)NCCCN1CCOCC1
    -2, -3, -1, -2, 1, -0.3, -1, -2, 0, 0
O=C(Cn1nnc2ccccc21)c1ccc(Br)cc1
    3, 1, -3, -7, -1, 0.3, -4, 4, -8, 1
Cc1ccc(S(=O)(=O)N2CCOCC2)cc1C(=O)NCCN1C(=O)S/C(=C\c2ccccc2Cl)C1=O
    0, 1, 0, 15, 3, 0.1, -10, 4, -7, 1
Cc1cc(C(=O)O[C@H]2CCC[C@@]3(C(=O)N(Cc4ccccc4)c4ccccc43)[C@H]2NC(=O)CCc2ccccc2)no1
    7, ·, 7, ·, 7, 0.4, 2, -6, -3, 1
COc1ccc(C(=O)Nc2cccnc2)cc1
    4, 5, 6, 6, 4, -0.5, -1, -8, -2, 1
CCCCC1CCC(C(=O)N(C)CC(=O)Nc2cccc(OC)c2)CC1 (configuration not stated)
    1, 9, -8, 2, -5, -0.2, 8, 3, 1, 2
Cc1ccc(Cl)cc1NS(=O)(=O)c1ccccc1
    -1, 15, 3, -14, -1, 0.3, 13, 4, 6, 0
COC(=O)C1(C)NC(c2cccs2)C2C(=O)N(c3ccccc3F)C(=O)C21 (configuration not stated)
    1, 0, -1, 3, -2, 0.1, -2, 1, 2, -1
CC(C)CNC(=O)c1ccccc1NC(=O)c1ccccc1N(C)S(C)(=O)=O
    -2, -8, -1, -1, -3, -0.6, 4, 6, -2, 2
CCN(CC)CCN(Cc1cc2cc3c(cc2[nH]c1=O)OCO3)C(=S)NCC(C)C
    -32, -6, -42, 5, -134, 1.8, -9, 3, -4, 1
CN(CC(=O)NC(=O)NC(C)(C)C)CC(=O)Nc1ccccc1Cl
    0, -6, 5, 19, -2, 0.1, 13, -6, 6, 0
CCc1ccccc1N(C(C)=O)c1nc(CN=C=S)cs1
    0, 0, 1, 6, -1, -0.5, -5, -5, -1, -5
O=C(O)c1cc(-c2ccc(Cl)s2)[nH]n1
    -2, -5, -1, -13, -4, -0.2, 0, -3, -10, 1
CNCCC1Sc2ccccc2Oc2ccccc21 (configuration not stated)
    2, -2, 5, 0, -2, 0.0, 9, -5, 14*, -1
N#CCOC(=O)C1c2ccccc2Oc2ccccc21
    -1, -2, -5, -2, 0, 0.3, 7, 2, -7, 0
COCCN(CC(=O)Nc1cccc(C)c1C)C(=O)C1(c2ccccc2)CC1
    -2, 3, -5, 8, -5, 0.0, 5, 0, 9, -2
C=CCSc1nc2ccccc2[nH]1
    1, 2, 3, -9, -1, 0.0, 2, -2, -1, 0
OCc1ccnc2c(O)cccc12
    -2, 10, 3, -2, 8.9*, -0.7, 0, 5, -5, 1
Cc1cc2nc(C)c(=O)n(C)c2cc1C
    -88, 3, -98, -3, -146, 0.9, -6, 1, 2, 4

Next part, starting with the last 5 of the part before.
Values run as follows: PLCg1 inh, ARFGAP1 inh, PLCb3 inh, ASAP1 inh, ADAM17 inh, proKLK7 act, DDE Tn6 FP inh, MBD2 inh, DDE Tn7 FP inh, UHRF1 MBD2 ctr
N#CCOC(=O)C1c2ccccc2Oc2ccccc21
    -1, -2, -5, -2, 0, 0.3, 7, 2, -7, 0
COCCN(CC(=O)Nc1cccc(C)c1C)C(=O)C1(c2ccccc2)CC1
    -2, 3, -5, 8, -5, 0.0, 5, 0, 9, -2
C=CCSc1nc2ccccc2[nH]1
    1, 2, 3, -9, -1, 0.0, 2, -2, -1, 0
OCc1ccnc2c(O)cccc12
    -2, 10, 3, -2, 8.9*, -0.7, 0, 5, -5, 1
Cc1cc2nc(C)c(=O)n(C)c2cc1C
    -88, 3, -98, -3, -146, 0.9, -6, 1, 2, 4
CC(=O)Oc1ccc(C(=O)Nc2cc(NC(=O)c3ccc(OC(C)=O)cc3)cc(C(=O)NC(C)(C)C)c2)cc1
    2, 9, 4, 9, 4, -0.2, 2, 3, -9, -1
C=CCn1c(SCC(=O)NC2CCCCC2)nc2ccccc2c1=O
    6, 1, -1, 1, 6, -0.3, 7, -5, 12, 5
COc1ccc(C(=O)Nc2nnc(-c3ccc(F)cc3)s2)c(OC)c1
    2, 5, -2, 2, 0, 0.4, 0, 2, -4, 4
C#CCN(C[C@@H]1[C@@H](OC(=O)NCc2ccccc2)[C@@H](OC(=O)NCc2ccccc2)Cn2c(=O)n(CCCCCC)c(=O)n21)S(=O)(=O)c1ccc(C)cc1
    -1, -3, 2, -6, 6, -0.2, -1, 2, 3, 0
COc1ccc(CNC(=S)NCc2ccc(OC)cc2)cc1
    1, 6, -1, -11, -1, 0.6, -4, 3, 2, -4
COc1ccc(N(CC(=O)NCc2cccnc2)S(=O)(=O)c2ccccc2[N+](=O)[O-])c(OC)c1
    -1, 4, 2, -5, -21, 0.5, -2, 3, -1, -1
CC(Sc1nnc(Cn2c(=O)sc3ccccc32)n1C)c1ccccc1 (configuration not stated)
    0, -6, 2, -4, 0, -0.1, -2, -3, -3, 1
CC1CN/C(=C\C(=O)c2ccccc2)C(=O)N1 (configuration not stated)
    -2, -4, -3, -8, 0, -0.4, -7, 2, 0, -9
Cc1cc(-n2c(C)cc(C(=O)CN3C(=O)NC4(CCCCC4)C3=O)c2C)no1
    -6, -3, -6, 1, -4, 0.1, 2, 1, 4, 3
Cc1ccccc1CS(=O)(=O)Cc1ccc(C(=O)NCC2CCCO2)o1 (configuration not stated)
    1, 0, -1, 16, 2, -0.5, -1, 0, 4, -2
CCOc1ccc(/C(O)=C2/C(=O)C(=O)N(Cc3cccnc3)C2c2ccc(N(C)C)cc2)c(C)c1 (configuration not stated)
    0, 0, -72, -2, -4, -0.2, 8, 1, 1, -3
OC[C@@H]1CN(Cc2ccncc2)C[C@H](n2cnc3c(NCc4ccco4)ncnc32)O1
    1, -6, -2, 13, -5, 0.6, -1, 8, 0, 0
Cc1nn(C)cc1C(=O)/C=C/c1ccc([N+](=O)[O-])cc1
    0, -2, 3, 2, -2, 0.1, -5, -2, 1, -2
COc1ccc(S(=O)(=O)N(CC(=O)N2CCOCC2)Cc2ccccc2)cc1C
    8, -6, 3, 11, 3, 0.0, 7, -9, 6, 1
CCOC(=O)N1CCN(CC(=O)Nc2ccc(OC)cc2)CC1
    0, 5, -2, -7, 3, -0.1, 3, 0, 0, 3
COc1cccc(NC(=O)Nc2cc(C(=O)O)ccc2C)c1
    1, -9, 3, -7, -2, 0.3, 1, 4, 0, 5
CN(C)C(=O)c1cc(F)ccc1Sc1cc(Cl)ccc1Cl
    -1, -2, -2, 4, -4, 0.2, -8, 1, 5, 0
CC(Oc1ccc(-n2cnnn2)cc1)C(=O)O (configuration not stated)
    3, -6, -1, 4, -2, 0.2, -3, 4, 5, -5
Cc1ccc(S(=O)(=O)N2CCCC2C(=O)NC2=NCCS2)cc1 (configuration not stated)
    -2, -5, -1, -4, -3, -1.0, 3, 8, -1, 2
COc1ccc(-n2c(COc3ccc(C)cc3)nnc2SCC(=O)O)cc1
    -7, 6, -17, 8, 3, -0.4, -3, -1, 3, -1
CCOC(=O)c1ccc(NC(=S)N2CCN(C(=O)C3CCCO3)CC2)cc1 (configuration not stated)
    1, 2, -5, -5, -2, 0.0, -2, -4, 0, -1
COc1cc2sc3ccc(C#CC4(O)CCCCC4)cc3c(=O)c2cc1OC
    -35, 5, -55, 4, -16, -1.2, 4, 3, -6, 9
Cc1ccc2nc(N3C(=O)C(O)=C(C(=O)c4ccco4)C3c3cccs3)sc2c1 (configuration not stated)
    -17, 7, -35, 3, -2, -0.2, 3, 0, -3, 2
O=C1CCCN1c1ccc(S(=O)(=O)NCCOc2ccccc2)cc1
    2, -3, -1, -7, -1, -0.7, -5, 4, -3, -4
CC1=C(C(=O)N2CCOCC2)CC(CC(=O)NCCc2ccccn2)C(=O)N1CCCN1CCCC1=O (configuration not stated)
    2, 6, -4, 9, -4, -1.2, -9, -1, 2, 1
Cc1[nH]c(=O)c(C#N)c2c1CSC(C)(C)C2
    0, -11, 1, -5, -10, -0.9, 5, 4, 4, -6
Cn1c(-c2cccc(Br)c2)n[nH]c1=O
    1, -6, -1, 1, -1, -0.1, 4, 2, 0, 1
O=C(O)c1ccc(CNC(=O)c2ccc3c(c2)C(=O)N(Cc2cccnc2)C3=O)cc1
    2, 0, -1, 4, -1, -0.4, 0, -6, -2, 0
COc1ccc([N+](=O)[O-])cc1NC(=O)C1CCCO1 (configuration not stated)
    3, -4, 6, 1, 1, 0.6, 5, 0, -4, 3
O=C1c2cc(Cl)ccc2OC2(CCNCC2)C12CC(c1ccccc1)=NO2 (configuration not stated)
    7, -11, 1, 1, 3, -0.5, -1, 3, 1, 5
O=C(O)c1ccc(OCCn2ccnc2)cc1
    -1, -5, 0, 3, -4, -0.8, -5, -2, -10, 3
CCN(CC)C(=O)CCc1nnc(Cc2cccc(C(F)(F)F)c2)o1
    0, 1, 7, 5, 1, -0.6, 9, -3, -7, -2
O=C(Cc1ccc(Cl)cc1)Nc1nc2ccccc2[nH]1
    4, -5, 9, -3, 5, -0.1, -4, 3, -1, 3
O=C(O)C/C(=C\c1cc(Br)cs1)c1nc2ccccc2o1
    -29, -1, -48, -11, -6, -0.1, -2, -4, -9, -5
COc1ccccc1-c1n[nH]c(=S)o1
    -27, 10, -21, 2, -6, 0.2, -4, -5, 2, 1
Cc1nnc(SCC(=O)N2CCN(c3ccccc3F)CC2)n1C1CC1
    2, 7, -2, -4, -5, 0.0, -1, 1, 2, 2
COc1cccc(CNC(=O)[C@@H]2CCCN2C(=O)[C@@H]2CCCN2C(=O)c2ccc(Cl)cc2)c1
    0, 3, 1, -1, -3, 0.0, -2, -3, -1, 0
O=C(COC(=O)/C=C/c1ccc(OC(F)F)cc1)Nc1ccc(N2CCOCC2)cc1
    0, -11, -3, -10, -4, 0.1, 0, -7, -3, 0
O=C(O)c1cc(O)ccc1NC(=O)C1CCCO1 (configuration not stated)
    -1, -5, -13, 6, -7, -2.7, 6, 1, 0, -4
COc1ccc(CC(=O)OCC(=O)NNC(=O)c2ccccc2)cc1
    -1, 4, -4, 5, 1, -0.2, 1, 4, 9, 9
Cc1ccc(-c2nnn(CC(=O)N(CC(=O)NCC3CCCO3)c3ccc(F)c(Cl)c3)n2)o1 (configuration not stated)
    0, -10, -1, 0, -9, 0.2, -1, 6, 1, 5
O=C(CCN1CCN(Cc2ccccc2)CC1)NNC(=O)Nc1cccc(C(F)(F)F)c1
    0, -6, -3, -6, -8, -0.5, -4, 2, 1, 2
O=S(=O)(c1ccc(OCC(O)CN2CCc3ccccc3C2)cc1)N1CCOCC1 (configuration not stated)
    -1, -2, 4, 10, -2, -0.1, 1, 2, 0, 6
Cn1ncc(C#N)c1/N=C/N1CCCCC1
    1, 1, 1, -2, -5, 0.1, -1, 4, -8, 1
COC(=O)c1c(NC(NC(=O)c2ccccc2)(C(F)(F)F)C(F)(F)F)sc2c1CCN(C)C2
    -7, -4, -13, 11, -17, -0.1, -2, 3, 5, 1
COCc1cc(N2CCN(C(=O)OC(C)(C)C)C[C@@H]2C)ccc1N1C[C@@H](C)O[C@@H](C)C1
    -4, 8, -4, 8, -3, -0.1, 6, 0, -6, 1
